Compound activity (PubChem BioAssay)
GPR35 antagonists = GPR35 antagonists blocking zaprinast-driven arrestin recruitment, primary screen, imaging, U2OS, beta-arrestin-GFP, zaprinast agonist (AID 2058); actives 0.052% (n = 290,000); U2OS GPR35 beta-arrestin-GFP translocation imaging, zaprinast antagonism; higher % means a stronger effect; inhibition, % at 10 µM, or IC50 in µM where a hit was titrated;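 active = inhibition of at least 50% with at least 30 cells and total cytoplasm GFP at most 10,000,000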
Siah-1 displacement = blockers of Siah-1 interaction with plectin peptide – biochemical, fluorescence polarization, rhodamine-plectin, uHTS, primary screen (AID 1817) | Siah-1 / rhodamine-plectin peptide fluorescence polarization; higher % means a stronger effect | actives 0.02% (n = 290,000) | displacement, % at 20 µM; hits with a dose series show IC50 in µM;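 active = displacement of at least 50% at 20 µM, with a fluorescence ratio check between 0.3 and a set limit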;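 also: plate controls were Siah plus tracer with DMSO for no effect and tracer alone without Siah for full effect; strong numbers were not always called active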
GPR55 antagonists = inhibition of LPI-stimulated GPR55 beta-arrestin translocation – imaging, U2OS, beta-arrestin-GFP, LPI agonist, primary screen (AID 2013); U2OS GPR55 beta-arrestin-GFP translocation imaging, LPI antagonism; higher % means a stronger effect; inhibition, % at 10 µM; hits with a dose series show IC50 in µM; actives 0.13% (n = 290,000);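 active = spots per cell inhibited over 60%, with over 100 cells counted and total cytoplasm intensity under 500,000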;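 also: U2OS cells stably carrying GPR55 and arrestin-GFP stimulated by 5 µM LPI near EC80; imaged beta-arrestin-GFP aggregate spots per cell after agonist stimulation; plate controls were LPI-stimulated DMSO wells for no effect and DMSO wells without LPI for full effect; some results filed as inactive read as strong as hits; confirmed hits need IC50 under 10 µM and bright autofluorescent wells are also inconclusive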
GPR55 beta-arrestin = GPR55 agonists via beta-arrestin recruitment, primary screen, imaging, U2OS cells, beta-arrestin-GFP redistribution (AID 1961); U2OS GPR55 beta-arrestin-GFP redistribution imaging; higher % means a stronger effect; activation, % at 10 µM, or EC50 in µM where a hit was titrated; actives 0.048% (n = 290,000);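 active = activation above 40% with more than 50 cells counted in the well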;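 also: U2OS osteosarcoma cells stably expressing GPR55 and beta-arrestin-GFP; plate controls were DMSO negative control for no effect and LPI positive control for full effect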
KOR beta-arrestin-1 = kappa opioid receptor activators – cell-based, luminescence, uHTS, primary screen (AID 1777); actives 0.02% (n = 280,000); KOR beta-arrestin recruitment, luminescence; higher % means a stronger effect; one-dose activation, % at 10 µM; EC50 in µM for titrated hits; in the data active = activation above about 50%, passing the limit was not always enough; also: a part of the inactive calls stands beside numbers as strong as those of hits
NOD1 NF-kB reporter = inhibition of NOD1-driven NF-kB reporter – cell-based, luminescence, uHTS, primary screen (AID 1578); NOD1-driven NF-kB luciferase reporter cells, luminescence; higher % means a stronger effect; actives 1% (n = 290,000); one-dose inhibition, % at 4 µM; EC50 in µM for titrated hits; in the data active = inhibition mostly above about 36%, no sharp cut-off; inactive = mostly below about 34%;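 also: HEK-293T reporter cells stimulated with the NOD1 agonist gamma-tri-DAP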
HIV fusion peptide = inhibitors of HIV fusion peptide binding, primary screen, biochemical, uHTS, fluorescence dequenching (AID 1986). cell-free peptide binding, fluorescence dequenching, 30 min; higher % means a stronger effect. actives 0.3% (n = 290,000). one-dose inhibition, % at 20 µM; IC50 in µM for titrated hits; in the data active = inhibition mostly above about 52%, no sharp cut-off; inactive = mostly below about 76%; also: some results filed as inactive read as strong as hits
AID2073 = inhibitors of Mint1-CaV2.2 protein interaction, biochemical, HTRF (AID 2073). inhibition, % at 20 µM; hits with a dose series show IC50 in µM. HTRF protein-protein interaction, Mint1-CaV2.2; higher % means a stronger effect. actives 0.19% (n = 290,000); in the data active = inhibition mostly above about 51%, no sharp cut-off; also: some results filed as inactive read as strong as hits
KOR beta-arrestin-2 = kappa opioid receptor blockers – cell-based, luminescence, uHTS (AID 1778) | KOR beta-arrestin recruitment, luminescence, antagonist mode; higher % means a stronger effect | inhibition, % at 10 µM, or IC50 in µM where a hit was titrated | actives 0.091% (n = 290,000); in the data active = inhibition above about 50%; also: strong numbers were not always called active
Starred values were filed as active, the others as inactive; [ ] = another dose, or the depositor's remark. These rows are one share of the data; count on the stated rates, not on these rows.

Sequence of screens – GPR35 antagonists	Siah-1 displacement	GPR55 antagonists	GPR55 beta-arrestin	KOR beta-arrestin-1	NOD1 NF-kB reporter	HIV fusion peptide	AID2073	KOR beta-arrestin-2
> CCCC(=O)Nc1c(-c2ccccc2OC)c(=O)c2ccccc2n1C
  15%	-4%	4%	-0.2%	1.3%	1%	-0.6%	10%	-7%
> Cc1ccc(NC2c3ncccc3C(=O)N2Cc2ccco2)c(C)c1 (configuration not stated)
  4%	2%	-3%	0.4%	-2.3%	-23%	3.8%	1%	-2%
> COc1ccc(CCNC(=O)CCS(=O)(=O)c2ccc3c(c2)CCN3C(C)=O)cc1OC
  7%	7%	-3%	-0.1%	6.1%	10%	0.1%	4%	-3%
> CN1C2=NCCN2C(=O)c2ccccc21
  -6%	-1%	-5%	-0.1%	3.8%	-29%	3.5%	7%	-7%
> O=C(NC(=S)Nc1ccc(Cl)c(C(=O)O)c1)c1ccc(OCc2ccccc2)cc1
  8%	1%	3%	-0.1%	11%	-14%	28%	14%	-40%
> N#C/C(=C(/O)COC(=O)c1ccc(Cl)c(S(=O)(=O)N2CCOCC2)c1)c1nc2ccccc2[nH]1
  10%	-8%	-6%	1.1%	-2.6%	18%	2.4%	28%	-27%
> Cc1ccc(S(=O)(=O)c2nnn3c2nc(N2CCOCC2)c2ccccc23)c(C)c1
  4%	26%	12%	-0.2%	0.3%	-34%	1.7%	14%	-28%
> O=[N+]([O-])c1cc(S(=O)(=O)N2CCCC2)ccc1N/N=C/c1cccnc1
  3%	6%	2%	-0.3%	-4.2%	-11%	-0.6%	18%	-16%
> COc1ccc(CNc2ccc3c(c2)CCC3)cc1Br
  -7%	3%	-10%	0.5%	-3.3%	-22%	0.1%	-1%	-9%
> O=C(N/N=C1\CC2CC=CC12)c1ccccc1Cl (configuration not stated)
  2%	11%	-4%	-0.4%	-3.2%	-7%	-0.5%	9%	12%
> Cc1cc(OC(C)C(=O)NCC2CCC(C(=O)O)CC2)c2c(C)cc(=O)oc2c1 (configuration not stated)
  -7%	-5%	-5%	-0.1%	-3.3%	-17%	0.4%	19%	5%[20 µM]
> COc1cccc(N2CCN(C(=O)c3ccc(CS(=O)c4ccc(C)cc4)o3)CC2)c1 (configuration not stated)
  -11%	-3%	2%	-0.1%	-0.1%	5%	-1.2%	-2%	-156%
> COC(=O)c1c(O)cc(C(C)(C)C)n(-c2ccccc2)c1=O
  -2%	7%	5%	-0.3%	-1.4%	-25%	-0.3%	-10%	-23%
> COc1cccc(CN(C)C(=O)c2ccc(N3CCCC3)c([N+](=O)[O-])c2)c1
  20%	-8%	0%	1.4%	-3.6%	16%	-1.4%	11%	7%
> COc1cc(OC)cc(-c2nnc(SCC(=O)Nc3ccc(C(=O)O)cc3)s2)c1
  -8%	-2%	0%	-0.4%	3.1%	-14%	17%	16%	-26%
> CC(C)CCNc1ncnc2c1cnn2Cc1ccccc1Cl
  2%	12%	-5%	-0.1%	-2.4%	2%	-0.2%	9%	-27%
> O=C(NCCO)c1cccc2c1C(=O)c1ccccc1-2
  0%	-6%	-16%	0.7%	1.5%	25%	-0.1%	2%	5%
> CSc1ncccc1C(=O)N1CCN(S(=O)(=O)c2ccc(F)cc2)CC1
  -9%	2%	2%	-0.2%	-1.1%	-1%	2.4%	5%	23%
> CCN1CCN(c2nnc(-c3ccccc3)c3ccccc23)CC1
  3%	8%	11%	0.0%	-5.8%	-12%	-0.4%	7%	1%
> COc1ccc(N(C(=O)c2cccc(OC)c2OC)C2C=CS(=O)(=O)C2)cc1 (configuration not stated)
  6%	-2%	19%	-0.3%	-3.2%	12%	-1.7%	-17%	-1%

2 compounds picked at random from the list so far, as already listed:
Sequence of screens – GPR35 antagonists	Siah-1 displacement	GPR55 antagonists	GPR55 beta-arrestin	KOR beta-arrestin-1	NOD1 NF-kB reporter	HIV fusion peptide	AID2073	KOR beta-arrestin-2
> Cc1ccc(S(=O)(=O)c2nnn3c2nc(N2CCOCC2)c2ccccc23)c(C)c1
  4%	26%	12%	-0.2%	0.3%	-34%	1.7%	14%	-28%
> Cc1ccc(NC2c3ncccc3C(=O)N2Cc2ccco2)c(C)c1 (configuration not stated)
  4%	2%	-3%	0.4%	-2.3%	-23%	3.8%	1%	-2%

(list continues)
Sequence of screens – GPR35 antagonists	Siah-1 displacement	GPR55 antagonists	GPR55 beta-arrestin	KOR beta-arrestin-1	NOD1 NF-kB reporter	HIV fusion peptide	AID2073	KOR beta-arrestin-2
> CN(C(=O)CN1C(=O)S/C(=C\c2ccccc2)C1=O)C1CCS(=O)(=O)C1 (configuration not stated)
  1%	-2%	-3%	-0.1%	-2.1%	-14%	0.9%	4%	-16%
> COc1ccc(C2=NOC(CNC(=O)c3ccccc3Br)C2)c(OC)c1 (configuration not stated)
  -7%	15%	11%	-0.1%	1.4%	0%	0.5%	-5%	24%
> CCN(CC)C(=O)CN1CCC(n2c(C)nc3cc(C(F)(F)F)ccc32)CC1
  2%	2%	6%	-0.1%	4.1%	-11%	0.6%	9%	10%
> O=C(OCc1ccccc1)C1CCCN1C(=O)c1cccs1 (configuration not stated)
  8%	4%	10%	-0.2%	-10%	-2%	20%	33%	18%
> C/C(=N\Nc1nc(N)cc(Cl)n1)c1ccc(Cl)c(Cl)c1
  3%	-3%	5%	-0.3%	-0.7%	-19%	1.8%	-16%	-7%
> CCOC(=O)c1nnn(-c2nonc2N)c1CNc1ccccc1
  20%	-3%	-1%	-0.4%	0.4%	-7%	-1.6%	-2%	24%
> CC(NC(=O)CC1SC(N)=NC1=O)c1ccccc1 (configuration not stated)
  -14%	-4%	18%	-0.1%	-3.8%	-7%	-0.6%	-4%	-17%[20 µM]
> Cc1cccc(-c2noc(CN(C(=O)/C=C/c3ccccc3Cl)C(C)C)n2)c1
  0%	9%	6%	-0.3%	2.4%	-9%	-0.1%	4%	9%
> S=c1[nH]nc(C2CCCCC2)n1/N=C/c1ccc(Cl)cc1
  -5%	-2%	7%	-0.1%	0.8%	-11%	2.9%	-14%	-18%
> COC(=O)c1ccc(NC(=O)CSCc2ccccc2)cc1
  15%	1%	33%	0.3%	-2.0%	-16%	1.9%	1%	5%
> O=C(NC1CCCC1)C(c1cccnc1)N(C(=O)c1ccco1)c1ccc(F)cc1 (configuration not stated)
  -7%	1%	14%	0.3%	-1.7%	1%	0.4%	5%	12%
> C=CCn1c(SCC(=O)c2ccc(F)cc2)nnc1-c1ccc2c(c1)OCO2
  0%	5%	14%	-0.1%	-3.6%	-14%	-1.2%	-11%	1%
> CCOC(=O)c1nn(-c2cccc(OC)c2)c2nc(CC)c(C#N)c(=O)n12
  2%	12%	8%	-0.1%	-0.9%	-52%	2.6%	17%	-5%
> O=C(/C=C/c1ccc([N+](=O)[O-])cc1)c1cccnc1
  2%	8%	28%	-0.2%	-2.7%	-23%	-1.0%	27%	7%
> O=C(Nc1c2c(nn1-c1ccc(F)cc1)CS(=O)C2)c1ccc2c(c1)OCO2 (configuration not stated)
  9%	2%	-2%	0.0%	1.6%	-5%	1.0%	-3%	-24%
> Cc1ccccc1-n1nc(C)c2cc(C(=O)N3CCN(S(=O)(=O)c4ccc(F)cc4)CC3)sc21
  -1%	-2%	5%	-0.1%	-4.0%	30%	-4.9%	9%	7%
> Cc1cc(C)c(NC(=O)c2oc3ccccc3c2COc2ccccc2)c(C)c1
  17%	1%	12%	-0.2%	2.6%	-30%	3.8%	0%	-11%
> Cc1ccc(NC(=S)Nc2ccc(C(C)C)cc2)cc1S(=O)(=O)N1CCCCCC1
  -6%	-4%	-3%	-0.3%	3.3%	22%	0.2%	-25%	-28%
> Cc1cccc(-n2nc([N+](=O)[O-])c(=NC3CCN(Cc4ccccc4)CC3)n2O)c1
  -22%	-5%	8%	0.1%	5.1%	-10%	-0.6%	49%	-22%
> COc1ccc(CCNc2nc3ccc(C)cc3n3cnnc23)cc1OC
  -1%	2%	8%	0.4%	-2.4%	2%	1.0%	8%	6%
> CC1=C(C(=O)OCc2ccccc2)C(c2ccc([N+](=O)[O-])cc2)NC(=O)N1CCCCCC(=O)O (configuration not stated)
  4%	6%	3%	-0.1%	-1.7%	-25%	7.7%	-5%	18%
> O=C(COc1ccc(Cl)cc1)NCc1nnc(SCC(=O)NCC2CCCO2)o1 (configuration not stated)
  3%	0%	-8%	-0.3%	-3.4%	-16%	2.4%	-1%	18%
> COc1ccccc1CNc1nc(-c2cc(C)n(C)c2C)cs1
  -2%	47%	4%	-0.2%	3.5%	-16%	50%	63%	-6%
> Cc1cccc(C(=O)NCCCNC(=O)c2ccccn2)c1
  -23%	2%	2%	-0.1%	1.4%	-33%	0.5%	-8%	-9%
> O=Nc1ccc(NOC(=O)c2ccc(Br)cc2)cc1
  8%	2%	16%	-0.1%	4.7%	-6%	1.8%	-3%	-14%
> CC(=O)Oc1cccc(/C=c2\sc3nc(-c4ccco4)nn3c2=O)c1
  -12%	-5%	0%	0.3%	-3.3%	23%	18%	5%	-16%
> O=C(NCc1ccccn1)c1ccc(=O)oc1
  0%	3%	3%	0.7%	-2.3%	-6%	0.4%	-4%	-15%
> CCCCNC(=O)c1ccccc1SCc1c(C)noc1C
  -4%	9%	8%	-0.1%	3.7%	-29%	1.1%	-5%	-5%
> CC1CCc2c(C(=O)NCc3cccnc3)csc2C1 (configuration not stated)
  -4%	-4%	5%	0.0%	7.1%	-9%	0.5%	-3%	-20%
> O=C1CC(c2ccc(S(=O)(=O)NCc3ccccc3)cc2)CN1 (configuration not stated)
  10%	-3%	0%	-0.2%	-6.0%	9%	2.3%	2%	13%
> O=C(COC(=O)C1CC(=O)N(Cc2ccccc2)C1)Nc1ccccc1F (configuration not stated)
  -8%	-5%	11%	0.2%	-2.1%	-17%	-0.9%	19%	5%
> Oc1ccc(Br)cc1CN1CCCCCCC1
  0%	6%	-14%	-0.1%	-5.6%	7%	-0.9%	2%	35%
> Cc1ccc(-n2nc(CN3CCOCC3)c(-c3ccccc3)c2N)cc1Cl
  -2%	-4%	1%	0.0%	1.3%	-29%	0.5%	2%	19%
> Cc1oc(/N=C/c2ccc(Cl)cc2Cl)c(C#N)c1C
  1%	-1%	2%	0.0%	11%	-7%	-0.9%	10%	-14%
> CN(C)c1ccc(C(=O)c2ccccc2C(=O)O)c(O)c1
  1%	-2%	-3%	0.5%	-4.2%	9%	-1.4%	12%	-22%
> COC(=O)CN(c1ccc(C)cc1)S(=O)(=O)c1ccc(F)cc1
  7%	1%	2%	0.7%	-7.6%	-43%	-1.6%	-1%	7%
> CCN1CCN(C(=O)c2ccc(Cl)c(S(=O)(=O)N3CCOCC3)c2)CC1
  -6%	1%	2%	0.3%	-3.2%	-2%	1.1%	-17%	26%
> CCOc1ccccc1N(C(=O)Nc1cccc(Cl)c1)C1=NC(C)CS1 (configuration not stated)
  4%	0%	23%	0.0%	-2.0%	-29%	-1.6%	6%	-21%
